DDE Tn7 FP inh: DD(E)-Tn7 binding inhibition, primary FP screen | 370,000 compounds, 0.13% hits | P02675 | inhibition, % at 8.3 µM | FP displacement of FITC-Tn7 peptide from fibrin DD(E); 0% = median of compound wells per plate;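 active = inhibition above the mean of compounds falling within the control limits plus 3 SD of them, cut at about 14% in these data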;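 note: 0% = plate median of compound wells and 100% = 10 µM Aha-Tn7 peptide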
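Assay system: Fibrin-DD(E) protein isolated from polymerized human fibrin clots; read-out basis: percent inhibition; medium: Tris/NaCl/CaCl2 buffer, pH 7.8; signal: FP measurement; incubation: 10 min plus 3 h, room temperature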
DDE Tn6 FP inh: DD(E)-Tn6 binding inhibition, primary FP screen; inhibition, % at 8.3 µM; P02675; AID 720509; Fibrin DD(E) TRITC-Tn6 fluorescence polarization displacement; 370,000 compounds, 0.21% hits;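 active = inhibition above a per-campaign cutoff: mean of compounds within control limits plus 3 SD, cut at about 15% in these data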;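 note: 0% = median of all compound wells on the plate and 100% = blocking peptide control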
ADAM17 inh: ADAM17 inhibition, QFRET primary screen | 370,000 compounds, 0.83% hits | recombinant ADAM17, EDANS/DABCYL FRET peptide cleavage | inhibition, % at 6.95 µM | P78536 | AID 720648;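 active = inhibition above the mean of compounds lying between control limits plus 3 SD, set per campaign, cut at about 8.5% in these data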;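 note: 0% = DMSO-only wells as the low control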
PLCb3 inh: inhibitors of human phospholipase C beta3; Q01970; Purified PLC-beta3, fluorogenic substrate, fluorescence; inhibition, % at 12.2 µM; 370,000 compounds, 0.18% hits; in the data active = inhibition above about 11%;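 note: 0% = median of compound wells on plate and 100% = full blocker control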
ASAP1 inh: ASAP1 ArfGAP inhibition; Q9ULH1; ASAP1-stimulated ARF1 GTP hydrolysis, GDP FP detection; inhibition, % at 16.5 µM; 360,000 compounds, 0.19% hits; in the data active = inhibition above about 25%;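 note: 0% = vehicle with enzyme and substrate and 100% = no enzyme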
UHRF1 binding: UHRF1 methyl-DNA binding inhibition | UHRF1 binding to methylated oligo, TR-FRET | inhibition, % at 4.4 µM | 370,000 compounds, 0.75% hits | AID 687016; in the data active = inhibition above about 21%;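 note: UHRF1 SRA domain binding a hemimethylated CpG hairpin DNA probe; 0% = median of test compound wells and 100% = reference inhibitor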
Target sequence (Q96T88 whole entry, looked up, the tested form may be a part): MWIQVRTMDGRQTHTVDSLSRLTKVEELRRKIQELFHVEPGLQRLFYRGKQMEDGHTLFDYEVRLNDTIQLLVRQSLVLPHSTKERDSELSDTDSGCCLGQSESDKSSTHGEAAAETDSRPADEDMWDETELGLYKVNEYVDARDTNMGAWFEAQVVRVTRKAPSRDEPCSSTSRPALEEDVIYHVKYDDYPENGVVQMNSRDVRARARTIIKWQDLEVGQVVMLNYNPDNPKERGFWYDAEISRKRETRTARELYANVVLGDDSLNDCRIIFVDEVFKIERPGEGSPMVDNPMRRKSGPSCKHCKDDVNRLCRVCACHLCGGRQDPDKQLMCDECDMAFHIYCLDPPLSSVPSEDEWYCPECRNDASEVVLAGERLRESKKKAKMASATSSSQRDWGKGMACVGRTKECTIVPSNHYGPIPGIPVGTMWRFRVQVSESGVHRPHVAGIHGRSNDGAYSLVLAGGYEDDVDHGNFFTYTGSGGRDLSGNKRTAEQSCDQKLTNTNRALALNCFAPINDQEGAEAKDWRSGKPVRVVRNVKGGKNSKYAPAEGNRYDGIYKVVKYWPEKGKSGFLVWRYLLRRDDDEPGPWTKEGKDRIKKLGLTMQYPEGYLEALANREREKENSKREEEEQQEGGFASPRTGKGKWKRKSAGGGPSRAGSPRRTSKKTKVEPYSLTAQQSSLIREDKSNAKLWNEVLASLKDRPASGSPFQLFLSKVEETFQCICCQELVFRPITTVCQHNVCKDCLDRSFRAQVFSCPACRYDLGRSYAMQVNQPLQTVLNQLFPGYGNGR
PLCg1 inh: PLC-gamma1 (human) inhibition, primary screen | P19174 | purified PLC-gamma1, fluorogenic substrate, fluorescence | inhibition, % at 12.2 µM | 370,000 compounds, 0.84% hits; in the data active = inhibition above about 9.5%
ARFGAP1 inh: inhibitors of rat ARFGAP1; inhibition, % at 16.5 µM; 360,000 compounds, 0.26% hits; AID 651572; Arfgap1-stimulated ARF1 GTP hydrolysis, GDP FP detection;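 active = inhibition above a per-plate limit, mean inhibition of low control wells plus 3 SD, cut at about 25% in these data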;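 note: 0% = DMSO wells with enzyme and 100% = wells lacking Arfgap1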
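Replicates: Single well per compound | Assay system: Truncated rat Arfgap1 GAP domain | Control set: No-Arfgap1 wells (100%) versus DMSO full-reaction wells (0%) | Times: Enzyme reaction 120 min at 25 °C after 20 min preincubation | Reagent: Human ARF1(Δ1-17)-GTP substrate | Measured by: Tracer-displacement fluorescence polarization with EDTA stop, 620/688 nm | Measure: Percent inhibition of Arfgap1-stimulated GTP hydrolysis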
proKLK7 act: activates the human kallikrein-7 zymogen. 370,000 compounds, 0.9% hits. AID 652039. purified proKLK7, EDANS-DABCYL substrate fluorescence; 100% is mature enzyme control, 0% vehicle. activation, % at 7 µM. P49862;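 active = activation above the mean of all tested compounds plus 3 SD, computed per campaign excluding outliers beyond control limits, cut at about 13% in these data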
Target sequence (P49862 whole entry, looked up): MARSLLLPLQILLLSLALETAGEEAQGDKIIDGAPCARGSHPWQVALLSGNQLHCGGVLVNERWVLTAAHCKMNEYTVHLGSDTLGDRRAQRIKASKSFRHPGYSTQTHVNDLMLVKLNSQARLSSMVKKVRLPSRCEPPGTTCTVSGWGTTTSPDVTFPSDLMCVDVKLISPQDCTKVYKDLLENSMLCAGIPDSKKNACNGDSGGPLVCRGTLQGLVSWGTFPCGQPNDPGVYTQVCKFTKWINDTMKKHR
MBD2 DNA inh: blocks human MBD2 binding to methylated DNA | inhibition, % at 4.4 µM | AID 686964 | TR-FRET, MBD2 binding to methylated oligonucleotide | 370,000 compounds, 0.31% hits | Q9UBB5; in the data active = inhibition above about 13%
Active calls of the source: *.

`CCCCCCCCNCCS(=O)(=O)NCc1ccccc1` gave DDE Tn7 FP inh 2, DDE Tn6 FP inh 0, ADAM17 inh -1, PLCb3 inh 2, ASAP1 inh 11, UHRF1 binding -3, PLCg1 inh -3, ARFGAP1 inh 15, proKLK7 act 0.4 and MBD2 DNA inh -6.
Cc1ccc(S(=O)(=O)NCC2CCC(C(=O)NCc3ccco3)CC2)cc1 (stereo unspecified) was read as DDE Tn7 FP inh 9, DDE Tn6 FP inh 4, ADAM17 inh -3, PLCb3 inh -10, ASAP1 inh -3, UHRF1 binding 3, PLCg1 inh -5, ARFGAP1 inh -2, proKLK7 act -0.3 and MBD2 DNA inh 4.
`CC(C)(C)c1ccc(C(=O)NCc2nnc(SCC(=O)N3CCCC3)o2)cc1` gave DDE Tn7 FP inh 3, DDE Tn6 FP inh -5, ADAM17 inh -4, PLCb3 inh 3, ASAP1 inh -11, UHRF1 binding -1, PLCg1 inh 1, ARFGAP1 inh -12, proKLK7 act 0.2 and MBD2 DNA inh 4.
`COc1ccc(/C=C2\NC(=S)N(CC3CCCO3)C2=O)c(OC)c1` (stereo unspecified) gave DDE Tn7 FP inh 3, DDE Tn6 FP inh 3, ADAM17 inh 0, PLCb3 inh -10, ASAP1 inh 9, UHRF1 binding -4, PLCg1 inh -9, ARFGAP1 inh -2, proKLK7 act 0.2 and MBD2 DNA inh 0.
For CCOC(=O)c1ccc(/C=C2/C=C(c3ccccc3)N(c3ccc(Cl)c(C(=O)O)c3)C2=O)cc1 the results were DDE Tn7 FP inh -2, DDE Tn6 FP inh -3, ADAM17 inh -6, PLCb3 inh -23, ASAP1 inh -11, UHRF1 binding 3, PLCg1 inh -15, ARFGAP1 inh 0, proKLK7 act 0.3 and MBD2 DNA inh 1.
For Cc1nn2c(-c3ccco3)nnc2c2ccccc12 the results were DDE Tn7 FP inh 10, DDE Tn6 FP inh 14, ADAM17 inh -2, PLCb3 inh -21, ASAP1 inh -4, UHRF1 binding -33, PLCg1 inh -18, ARFGAP1 inh -9, proKLK7 act -0.8 and MBD2 DNA inh 2.
For COc1cc2nc(N3CCN(C(=O)c4ccco4)CC3)nc(N)c2cc1OC the results were DDE Tn7 FP inh -4, DDE Tn6 FP inh -5, ADAM17 inh -281, PLCb3 inh -64, ASAP1 inh 5, UHRF1 binding 1, PLCg1 inh -58, ARFGAP1 inh 10, proKLK7 act 4.0 and MBD2 DNA inh 2.
For COC(=O)C1=C(C)N(C)C(C)=C(C(=O)OC)C1c1ccc(Cl)cc1 the results were DDE Tn7 FP inh 1, DDE Tn6 FP inh -3, ADAM17 inh -2, PLCb3 inh -2, ASAP1 inh 4, UHRF1 binding -2, PLCg1 inh -3, ARFGAP1 inh -2, proKLK7 act 0.1 and MBD2 DNA inh -5.
`COc1ccc(CNC(=O)CCCn2c(=S)[nH]c3cc4c(cc3c2=O)OCO4)cc1` gave DDE Tn7 FP inh -2, DDE Tn6 FP inh 1, ADAM17 inh 0, PLCb3 inh -3, ASAP1 inh 1, UHRF1 binding -1, PLCg1 inh 3, ARFGAP1 inh 6, proKLK7 act -0.2 and MBD2 DNA inh 2.
CCOC(=O)C1C(c2cccs2)NC(=O)NC1(O)C(F)(F)F (stereo unspecified) was read as DDE Tn7 FP inh 9, DDE Tn6 FP inh 0, ADAM17 inh -1, PLCb3 inh 0, ASAP1 inh -2, UHRF1 binding -2, PLCg1 inh 0, ARFGAP1 inh 0, proKLK7 act -0.9 and MBD2 DNA inh -3.
`CSc1ccc(CNC(=O)C2(C)CCCN2C)cc1` (stereo unspecified) gave DDE Tn7 FP inh 5, DDE Tn6 FP inh 2, ADAM17 inh -1, PLCb3 inh 4, ASAP1 inh -9, UHRF1 binding 2, PLCg1 inh -1, ARFGAP1 inh -5, proKLK7 act 0.1 and MBD2 DNA inh -2.
`COc1ccc(-c2cc(C(=O)Nc3ccc(O)cc3)c3ccccc3n2)cc1OC` gave DDE Tn7 FP inh -3, DDE Tn6 FP inh -8, ADAM17 inh 2, PLCb3 inh -44, ASAP1 inh 14, UHRF1 binding -1, PLCg1 inh -22, ARFGAP1 inh 2, proKLK7 act 0.1 and MBD2 DNA inh 0.
`COc1ccccc1C1=NOC(CN2C(=O)c3ccccc3S2(=O)=O)C1` (stereo unspecified) gave DDE Tn7 FP inh 2, DDE Tn6 FP inh -9, ADAM17 inh -1, PLCb3 inh -5, ASAP1 inh 0, UHRF1 binding -3, PLCg1 inh 1, ARFGAP1 inh -7, proKLK7 act 0.4 and MBD2 DNA inh -5.
COc1ccccc1NC(=O)CSc1nnc(-c2ccncc2)n1CC1CCCO1 (stereo unspecified) was read as DDE Tn7 FP inh -2, DDE Tn6 FP inh 5, ADAM17 inh -3, PLCb3 inh 1, ASAP1 inh 9, UHRF1 binding 1, PLCg1 inh -1, ARFGAP1 inh -6, proKLK7 act 0.2 and MBD2 DNA inh 1.
`Cn1c(/C(C#N)=C(\O)c2ccccc2Cl)nc2ccccc21` gave DDE Tn7 FP inh -3, DDE Tn6 FP inh 6, ADAM17 inh 4, PLCb3 inh 3, ASAP1 inh 10, UHRF1 binding -2, PLCg1 inh 9, ARFGAP1 inh 0, proKLK7 act 0.0 and MBD2 DNA inh -8.

Overlap with the part before: three compounds, then new ones.
`COc1ccccc1C1=NOC(CN2C(=O)c3ccccc3S2(=O)=O)C1` (stereo unspecified) gave DDE Tn7 FP inh 2, DDE Tn6 FP inh -9, ADAM17 inh -1, PLCb3 inh -5, ASAP1 inh 0, UHRF1 binding -3, PLCg1 inh 1, ARFGAP1 inh -7, proKLK7 act 0.4 and MBD2 DNA inh -5.
COc1ccccc1NC(=O)CSc1nnc(-c2ccncc2)n1CC1CCCO1 (stereo unspecified) was read as DDE Tn7 FP inh -2, DDE Tn6 FP inh 5, ADAM17 inh -3, PLCb3 inh 1, ASAP1 inh 9, UHRF1 binding 1, PLCg1 inh -1, ARFGAP1 inh -6, proKLK7 act 0.2 and MBD2 DNA inh 1.
`Cn1c(/C(C#N)=C(\O)c2ccccc2Cl)nc2ccccc21` gave DDE Tn7 FP inh -3, DDE Tn6 FP inh 6, ADAM17 inh 4, PLCb3 inh 3, ASAP1 inh 10, UHRF1 binding -2, PLCg1 inh 9, ARFGAP1 inh 0, proKLK7 act 0.0 and MBD2 DNA inh -8.
COc1ccc(-c2cc(C(=O)NCc3cccc(Cl)c3)[nH]n2)c(C)c1 was read as DDE Tn7 FP inh 4, DDE Tn6 FP inh -2, ADAM17 inh 2, PLCb3 inh -5, ASAP1 inh 0, UHRF1 binding 0, PLCg1 inh 1, ARFGAP1 inh 9, proKLK7 act 0.0 and MBD2 DNA inh 0.
`CC(Oc1ccc(Br)cc1)C(=O)Nc1nnc(C2CC2)s1` (stereo unspecified) gave DDE Tn7 FP inh 7, DDE Tn6 FP inh 11, ADAM17 inh -3, PLCb3 inh -4, ASAP1 inh 7, UHRF1 binding 0, PLCg1 inh 0, ARFGAP1 inh -2, proKLK7 act -0.4 and MBD2 DNA inh -4.
For Cn1nc(Oc2nc(N3CCOCC3)nc(N3CCOCC3)n2)ccc1=O the results were DDE Tn7 FP inh 0, DDE Tn6 FP inh -4, ADAM17 inh 0, PLCb3 inh 2, ASAP1 inh -4, UHRF1 binding -3, PLCg1 inh 2, ARFGAP1 inh 9, proKLK7 act 0.2 and MBD2 DNA inh 0.
For CN(C(=O)C=Cc1ccccc1)c1ccccc1 the results were DDE Tn7 FP inh -2, DDE Tn6 FP inh -5, ADAM17 inh -4, PLCb3 inh -3, ASAP1 inh -11, UHRF1 binding 2, PLCg1 inh 3, ARFGAP1 inh -14, proKLK7 act 0.1 and MBD2 DNA inh 24*.
Screening OCCN1CCN(CCCN2c3ccccc3Sc3ccc(C(F)(F)F)cc32)CC1 returned DDE Tn7 FP inh -4, DDE Tn6 FP inh -7, ADAM17 inh -4, PLCb3 inh -28, ASAP1 inh -9, UHRF1 binding -1, PLCg1 inh -23, ARFGAP1 inh -3, proKLK7 act 1.0 and MBD2 DNA inh 1.
Screening S=C(NCC1CCCO1)N1CCN(c2nc(-c3ccc(Cl)cc3)cs2)CC1 (stereo unspecified) returned DDE Tn7 FP inh -2, DDE Tn6 FP inh -1, ADAM17 inh 2, PLCb3 inh -9, ASAP1 inh 2, UHRF1 binding 2, PLCg1 inh 2, ARFGAP1 inh -5, proKLK7 act 0.1 and MBD2 DNA inh 5.
For CC1CCCN(S(=O)(=O)c2ccc3c(c2)OCCO3)C1 (stereo unspecified) the results were DDE Tn7 FP inh 7, DDE Tn6 FP inh 3, ADAM17 inh -3, PLCb3 inh -1, ASAP1 inh 3, UHRF1 binding 0, PLCg1 inh 1, ARFGAP1 inh 5, proKLK7 act 0.7 and MBD2 DNA inh 4.
Cc1ccc2nc(C(C)(C)C)c(Cc3cccc(Cl)c3)n2c1 was read as DDE Tn7 FP inh 1, DDE Tn6 FP inh -5, ADAM17 inh -12, PLCb3 inh -12, ASAP1 inh -8, UHRF1 binding 21, PLCg1 inh -11, ARFGAP1 inh 10, proKLK7 act -0.5 and MBD2 DNA inh 9.
For COCCCN1C(=O)C(=O)/C(=C(/O)c2ccc(C)cc2)C1/C=C/c1ccccc1 (stereo unspecified) the results were DDE Tn7 FP inh -3, DDE Tn6 FP inh -1, ADAM17 inh -1, PLCb3 inh 5, ASAP1 inh 4, UHRF1 binding -3, PLCg1 inh -2, ARFGAP1 inh 2, proKLK7 act 0.3 and MBD2 DNA inh 2.
`CCOc1ccc(N=C2NC(=O)C(CC(=O)O)S2)cc1` (stereo unspecified) gave DDE Tn7 FP inh 2, DDE Tn6 FP inh 4, ADAM17 inh -1, PLCb3 inh 4, ASAP1 inh -8, UHRF1 binding 3, PLCg1 inh 1, ARFGAP1 inh 0, proKLK7 act 0.1 and MBD2 DNA inh 3.
Screening CCOc1ccccc1NC(=O)/C=C/c1ccccc1[N+](=O)[O-] returned DDE Tn7 FP inh 1, DDE Tn6 FP inh 5, ADAM17 inh 3, PLCb3 inh 4, ASAP1 inh -6, UHRF1 binding 0, PLCg1 inh 1, ARFGAP1 inh 7, proKLK7 act -0.5 and MBD2 DNA inh 0.

Among those listed so far, 2 have fluorine:
CCOC(=O)C1C(c2cccs2)NC(=O)NC1(O)C(F)(F)F (stereo unspecified) was read as DDE Tn7 FP inh 9, DDE Tn6 FP inh 0, ADAM17 inh -1, PLCb3 inh 0, ASAP1 inh -2, UHRF1 binding -2, PLCg1 inh 0, ARFGAP1 inh 0, proKLK7 act -0.9 and MBD2 DNA inh -3.
Screening OCCN1CCN(CCCN2c3ccccc3Sc3ccc(C(F)(F)F)cc32)CC1 returned DDE Tn7 FP inh -4, DDE Tn6 FP inh -7, ADAM17 inh -4, PLCb3 inh -28, ASAP1 inh -9, UHRF1 binding -1, PLCg1 inh -23, ARFGAP1 inh -3, proKLK7 act 1.0 and MBD2 DNA inh 1.

Bioassay records as filed in PubChem.

This is a random part of the collection, and some 4.1% of all compounds hit somewhere here.
